Screening results as filed in PubChem.
Autofluor Jurkat – autofluorescence counter-screen for VLA-4 integrin assays; Jurkat cells, compound autofluorescence, flow cytometry; hits give high values; 1 = vehicle-only cell background; fluorescence ratio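 (tested at 10 µM compound in the well)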; actives 0.61% (n = 24,000);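 active = fluorescence ratio above 2.44, which is 1 plus 3 SD of all ratios; inconclusive = signal too bright to measure linearly, ratio around 10 or more; inactive = fluorescence ratio below 2.44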;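 note: green fluorescence of cells measured with 488 nm excitation and 530 nm emission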
VLA-4 antagonist – blocks LDV-FITC ligand binding to Mn2+-activated human VLA-4 integrin; actives 0.2% (n = 24,000); Jurkat cells, LDV-FITC binding with Mn2+, flow cytometry; 100% = Mn2+-driven binding gain fully reversed; inhibition, % at 10 µM (by protocol);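 active = inhibition above 50%; inconclusive = compound itself fluorescent, judged against control cell fluorescence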;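 note: 0% = Mn2+ stimulated cells lacking compound and 100% = ligand binding without Mn2+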
Target sequence (P13612 whole entry, looked up): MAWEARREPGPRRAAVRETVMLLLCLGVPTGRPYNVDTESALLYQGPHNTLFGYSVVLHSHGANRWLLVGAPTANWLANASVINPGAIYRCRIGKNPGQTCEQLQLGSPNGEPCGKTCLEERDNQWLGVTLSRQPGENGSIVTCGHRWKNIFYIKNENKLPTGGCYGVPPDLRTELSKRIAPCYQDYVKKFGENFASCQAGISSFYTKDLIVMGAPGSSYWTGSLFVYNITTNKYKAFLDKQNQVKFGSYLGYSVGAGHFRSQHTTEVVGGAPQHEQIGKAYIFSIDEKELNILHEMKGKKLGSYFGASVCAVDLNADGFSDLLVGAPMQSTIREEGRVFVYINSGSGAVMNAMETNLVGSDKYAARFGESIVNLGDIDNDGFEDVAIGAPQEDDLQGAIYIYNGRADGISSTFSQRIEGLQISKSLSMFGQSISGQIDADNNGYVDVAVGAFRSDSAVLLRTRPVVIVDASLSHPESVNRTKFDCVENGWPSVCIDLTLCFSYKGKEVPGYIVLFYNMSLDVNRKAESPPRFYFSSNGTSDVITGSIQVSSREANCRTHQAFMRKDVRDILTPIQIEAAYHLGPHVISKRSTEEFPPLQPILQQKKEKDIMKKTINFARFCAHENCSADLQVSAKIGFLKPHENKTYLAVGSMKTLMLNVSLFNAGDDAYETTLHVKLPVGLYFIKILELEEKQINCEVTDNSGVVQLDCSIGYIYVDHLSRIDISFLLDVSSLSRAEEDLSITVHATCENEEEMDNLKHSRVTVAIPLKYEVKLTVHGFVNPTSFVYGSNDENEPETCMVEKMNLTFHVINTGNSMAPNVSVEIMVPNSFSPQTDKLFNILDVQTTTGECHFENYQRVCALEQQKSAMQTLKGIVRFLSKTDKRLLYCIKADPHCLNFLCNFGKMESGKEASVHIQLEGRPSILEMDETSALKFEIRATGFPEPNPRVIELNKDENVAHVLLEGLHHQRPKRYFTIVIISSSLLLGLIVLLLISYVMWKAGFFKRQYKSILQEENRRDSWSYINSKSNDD
LNCaP diff act – LNCaP prostate cell differentiation activation | actives 0.56% (n = 24,000) | flow cytometry side scatter, 4 d | side scatter shift, % at 10 µM | AID 795;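 active = side scatter shift above 30%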;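 note: androgen-responsive LNCaP prostate cancer cells in charcoal-stripped serum medium; percent of cells past a gate set so DMSO wells show 10% shift; higher shift means more granular cells and more differentiation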
VLA-4 allo ag – allosterically activates the human VLA-4 integrin; P13612; Jurkat cells, LDV-FITC binding, flow cytometry; activation, % at 10 µM (by protocol); 24,000 tested, under 10 active;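 active = fluorescent ligand binding to cells raised by more than 40% of the manganese-induced maximum; inconclusive = compound's own fluorescence above 85% of the ligand control signal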;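 note: 0% = ligand binding without compound and 100% = manganese-stimulated maximal binding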
Active calls of the source: *; ? = inconclusive; nt = no result given. A portion of the library; count on the stated rates, not on these rows.

SMILES	Autofluor Jurkat	VLA-4 antagonist	LNCaP diff act	VLA-4 allo ag
Cc1nnc(SCC(=O)N2c3ccccc3CC2C)s1 (stereo not drawn)	1	-4	17	0
CN(C)CCCN1C(=O)c2oc3ccc(Cl)cc3c(=O)c2C1c1cccnc1 (stereo not drawn)	1	-3	2	2
O=c1cc(Nc2ccc3c(c2)OCCO3)[nH]c(=O)n1-c1ccc(Br)cc1	0.97	19	12	-2
CCc1ccc(S(=O)(=O)NCCc2csc(-c3ccccc3)n2)s1	0.95	37	21	-11
Cn1c(=O)c2c(nc(CN3CCCCC3)n2CCCc2ccccc2)n(C)c1=O	0.99	-32	5	5
O=C(NCC12CC3CC(CC(C3)C1)C2)c1nc2ncccn2n1	1	3	4	1
COCCn1nnnc1C(c1cccs1)N1CCN(c2cc(C)ccc2C)CC1 (stereo not drawn)	1.1	-11	7	0
O=S(=O)(c1ccc(Oc2ccc(-c3nnco3)cc2)nc1)N1CCC(Cc2ccccc2)CC1	1.1	-10	14	5
CC(C)CN(CC(C)C)S(=O)(=O)N1CCC(C(=O)NC2CCCCCCC2)CC1	1.1	-1	11	-11
CCOC(=O)N1CCN(C(=O)CS(=O)Cc2nc(-c3ccc(C)cc3)oc2C)CC1 (stereo not drawn)	1.3	?	13	?
Cc1ccc2cc(CCNC(=O)c3ccco3)c(=O)[nH]c2c1	1.1	-2	11	-3
Cc1cc(N2CCOCC2)nc2ccc(NC(=O)C3CCC(C)CC3)cc12 (stereo not drawn)	1	-6	8	7
COc1ccc(OC)c(NC(=O)CCN2CCN(c3ccccc3F)CC2)c1	1	50	4	-6
Cc1ccc(S(=O)(=O)C2(C(=O)Nc3ccc(F)cc3)CC2)cc1	1.1	-4	21	-15
C=CCn1cnc2c(NCc3ccccc3)ncnc21	1.1	-14	9	-1
N=c1nc(-c2ccccc2)ccn1O	1.1	-8	6	4
O=C(NCCN1CCOCC1)C1CC(=O)N(c2ccc(F)c(Cl)c2)C1 (stereo not drawn)	1.1	-7	6	4
O=C(CCS(=O)(=O)c1cccc2nonc12)NCCc1ccccc1Cl	1.1	0	7	-6
Cn1c(CN2CCOCC2)nc2cc(NC(=O)c3ccccc3Cl)ccc21	1	3	10	-4
CCOc1cc2[nH]c(=S)n(Cc3ccc(C)o3)c(=O)c2cc1OCC	1	-1	13	1
Cc1nnc(N2C(=O)C(O)=C(C(=O)c3ccco3)C2c2ccc(F)cc2)s1 (stereo not drawn)	1	0	8	-9
CCn1c(=O)c2cc(S(=O)(=O)NCc3ccccc3)ccc2n(CC)c1=O	1.1	-20	6	4
COc1ccc2[nH]cc(CCNC(=O)C3CCCNC3=O)c2c1 (stereo not drawn)	0.99	-21	2	3
CCOC(=O)c1cccc(NC(=O)CCNS(=O)(=O)c2ccc3c(c2)CCN3C(=O)CC)c1	1.1	4	7	-6
COC(=O)c1nc2n(n1)C(c1ccccc1OC)C1=C(CCCC1=O)N2 (stereo not drawn)	1.1	-4	9	0
CSC1=NCCN1C(=O)c1c(F)cccc1F	1.1	?	9	?
COc1cc2cc(C(c3nnnn3C3CCCC3)N3CCCCCC3)c(=O)[nH]c2cc1OC (stereo not drawn)	1	6	8	2
Cc1cccc(NC(=O)c2cc3n(n2)C(C(F)(F)F)CC(c2ccc4c(c2)OCO4)N3)c1 (stereo not drawn)	1	-18	3	4
Nc1nnc(N2CCCCCC2)s1	0.96	-22	9	5
COCCn1c(C)cc(C(=O)CSc2nc3ccccc3c(=O)[nH]2)c1C	1.1	-10	5	-2
Cc1cc(=O)n2nc(N3CCCC(C(=O)N4CCc5ccccc54)C3)sc2n1 (stereo not drawn)	1	-10	8	0
CCS(=O)(=O)N1CCCC(C(=O)NCCCOC)C1 (stereo not drawn)	1	-18	7	1
CCOC(=O)CSc1nnc(NCC(=O)OC(C)C)c(=O)[nH]1	0.99	-17	5	-2
CSCCC1(C(=O)O)NC(c2ccccc2O)C2C(=O)N(C(C)C)C(=O)C21 (stereo not drawn)	1	-2	13	3
CN(CCNC(=O)C1CCN(S(=O)(=O)N2CCOCC2)CC1)CCc1ccccc1	1.1	23	15	-6
CC(=O)Nc1ccc(NC(=O)c2cccc(C(=O)OC(C)C)n2)cc1	0.85	-5	19	3
COc1cc(OC)cc(C(=O)N2CCN=C2SCc2cccnc2)c1	1	-10	13	0
CCOC(=O)c1c(NC(=O)c2ccn(CC)n2)sc2c1CCCC2	0.98	-2	2	-4
O=C(NCc1cccnc1)c1cc(-c2cccs2)on1	1	6	12	3
COc1cc2[nH]c(=O)n(CCCCCC(=O)N3CC=C(c4ccccc4)CC3)c(=O)c2cc1OC	1.1	13	nt	-1
O=S(=O)(c1ccc2c(c1)OCCO2)N1CCC(n2nnc3cc(F)ccc32)CC1	1	4	13	-1
Cc1ccc(-c2noc(CSc3nc(N)cc(N)n3)n2)cc1	1.1	?	9	?
CCCS(=O)(=O)N1CCN(Cc2ccco2)CC1	0.96	-8	4	-2
COc1cccc(-n2c(Cc3cc(=O)[nH]c(=O)[nH]3)nnc2SCC(=O)NC2CCCC2)c1	1	-2	2	1
COC(=O)Nc1sc2c(c1C(=O)N1CCOCC1)CCC(C)C2 (stereo not drawn)	1	-4	3	0
COc1cccc(C(=O)Oc2cc(N)n(S(=O)(=O)c3ccc(C)cc3)n2)c1OC	1.1	13	6	-1
c1ccc2c(c1)CCCn1nnnc1-2	0.98	-5	8	3
COc1nonc1NCn1nc(C)cc1C	1.1	-2	11	1
Cc1cc(NC(=O)CSc2nc3ccsc3c(=O)n2Cc2ccccn2)n[nH]1	1	-5	6	3
CCN1C(=O)c2cccc3c(S(=O)(=O)Nc4ccc(OC)cc4OC)ccc1c23	0.85	-5	7	12
O=c1c2ccccc2nc(SCc2nc(-c3ccccc3)no2)n1-c1ccc(F)cc1	1.1	4	5	-2
CCn1cc(C2Nc3ccccc3C(=O)N2O)c(C)n1 (stereo not drawn)	1	-1	6	2
COc1cccc(C(=O)CN2CCN(S(=O)(=O)c3ccc(Br)cc3)CC2)c1	1.1	0	9	0
COc1ccc(-c2noc(CCC(=O)NCCN(C)Cc3ccccc3)n2)cc1	1	1	7	2
O=C(NC1CCCC1)C1CCN(S(=O)(=O)c2cccc3cccnc23)CC1	1	-13	nt	3
CCCOC(=O)c1[nH]c2c(c1C)C(=O)CC(c1ccc(OC)c(OC)c1)C2 (stereo not drawn)	1.3	-10	6	1
CCOC(=O)C1CCN(S(=O)(=O)c2cc(Cl)c(C)cc2OC)CC1	0.97	-6	3	0
CNC(=O)c1ccc2snnc2c1	1	1	3	-7
Cc1ccc2c(c1)c1c(n2CC(O)Cn2c(C)nc3ccccc32)/C(=N\O)CCC1 (stereo not drawn)	1	-12	16	2
O=C(CCn1c(=O)sc2ccccc21)NCCC1=CCCCC1	0.99	-11	8	3

Quoted from the listing:
Reading for O=C(NC1CCCC1)C1CCN(S(=O)(=O)c2cccc3cccnc23)CC1 in Autofluor Jurkat: 1
Reading for COc1cccc(C(=O)Oc2cc(N)n(S(=O)(=O)c3ccc(C)cc3)n2)c1OC in LNCaP diff act: 6
Reading for COc1ccc(-c2noc(CCC(=O)NCCN(C)Cc3ccccc3)n2)cc1 in LNCaP diff act: 7
Reading for Cc1cc(NC(=O)CSc2nc3ccsc3c(=O)n2Cc2ccccn2)n[nH]1 in LNCaP diff act: 6
Reading for CCCOC(=O)c1[nH]c2c(c1C)C(=O)CC(c1ccc(OC)c(OC)c1)C2 (stereo not drawn) in VLA-4 antagonist: -10
Reading for c1ccc2c(c1)CCCn1nnnc1-2 in VLA-4 allo ag: 3
Reading for CCN1C(=O)c2cccc3c(S(=O)(=O)Nc4ccc(OC)cc4OC)ccc1c23 in LNCaP diff act: 7

(cont.)
SMILES	Autofluor Jurkat	VLA-4 antagonist	LNCaP diff act	VLA-4 allo ag
COc1ccc(C)cc1NC(=O)c1cnc2n(c1=O)CCS2	0.92	-6	5	0
CC(=O)Oc1cc(C(C)C)c(OCCN(C)C)cc1C	1	-4	2	-2
COC(=O)c1nnn(-c2nonc2N)c1-c1cccs1	1.1	6	10	-7
Cc1ccc(CCNC(=O)C2CCN(c3nn4c(=O)cc(C)nc4s3)CC2)cc1	1.1	-3	18	1
CCn1c(=S)sc2nc(C)sc21	1	-4	9	-2
COc1ccc(NC(=O)CN(c2cc(C)cc(C)c2)S(=O)(=O)c2c(C)noc2C)cc1OC	0.97	9	10	-2
COc1ccc(NC(=O)CSc2nnc(Cc3cccn3C)n2-c2ccc(F)cc2)cc1	0.97	-6	5	-2
Cc1cc(NC(=O)c2noc3c2CCCC3)n(-c2ccccc2)n1	1.1	5	5	-4
C[C@]12CC[C@@H]3c4ccc(O)cc4CC[C@H]3[C@@H]1CCC2=O	0.98	-18	11	-2
CCOC(=O)Cn1ncc(-c2ccccc2)c1N	1	-14	1	4
Cc1cc(N2CCN(c3ccccn3)CC2)n2nc(C)nc2n1	1.1	-10	6	1
Cc1ccc2c(c1)N(CCCC(=O)NCc1ccc3c(c1)OCO3)C(=O)CO2	1	-20	8	4
Cc1ccnc(N2C(=O)c3ccccc3C2Nc2ccccc2Cl)c1 (stereo not drawn)	1.1	8	7	0
CCC(=O)Nc1cc(Cl)ccc1N1CCN(C(=O)CC)CC1	0.93	-4	12	0
O=C(Cn1cnc2c(nnn2Cc2ccc(F)cc2)c1=O)NCC1CCCO1 (stereo not drawn)	1.1	6	10	0
N#CC1=C2SCN(c3ccccc3)CN2C(=O)CC1c1c(Cl)cccc1Cl (stereo not drawn)	1	6	2	-2
CC1CCCCC1NC(=O)C1Cc2ccccc2CN1S(C)(=O)=O (stereo not drawn)	1.1	0	10	-6
NC(=O)OCC(COC(N)=O)c1ccccc1	0.98	-12	4	0
CCC1SC2=NCN(c3ccccc3)CN2C1=O (stereo not drawn)	0.96	14	6	-5
Cn1c(C(=O)NCC2CCCO2)cc2c(=O)n3ccccc3nc21 (stereo not drawn)	1.1	12	12	-1

Given with bars between the fields: entries from further up
SMILES | Autofluor Jurkat | VLA-4 antagonist | LNCaP diff act | VLA-4 allo ag
CC(=O)Oc1cc(C(C)C)c(OCCN(C)C)cc1C | 1 | -4 | 2 | -2
COC(=O)c1nnn(-c2nonc2N)c1-c1cccs1 | 1.1 | 6 | 10 | -7
Cc1ccc(CCNC(=O)C2CCN(c3nn4c(=O)cc(C)nc4s3)CC2)cc1 | 1.1 | -3 | 18 | 1

More structures:
SMILES	Autofluor Jurkat	VLA-4 antagonist	LNCaP diff act	VLA-4 allo ag
CCn1cc(C(=O)NCc2ccc(C)o2)c2cc(OC)c(OC)cc2c1=O	1.1	-10	1	-4
CSC1=NCCN1C(=O)COc1ccccc1	1	-13	9	-1
Cc1ccc(-c2nnc(SCC(=O)N3CCCC3)o2)cc1C	1.1	?	7	-2
CCOc1cccc(C(=O)Nc2cc(-c3nn4c(C)nnc4s3)ccc2C)c1	1.1	3	6	1
CCSc1nnc(NC(=O)C2CCCCC2C(=O)OCC(F)(F)C(F)F)s1 (stereo not drawn)	1	8	3	0
COc1ccc(Br)cc1C(=O)Nc1nnn(C)n1	1.1	2	17	0
COc1cccc(-c2cc(C(=O)NCCN3CCOCC3)no2)c1	1.1	19	15	-3
CCCC(=O)NC(Nc1ccc(S(=O)(=O)Nc2ncccn2)cc1)(C(=O)OCC)C(F)(F)F (stereo not drawn)	1.1	?	5	?
O=CNCC(=O)NCCc1ccc(Cl)cc1	0.88	19	6	0
COC(=O)C1(S(=O)(=O)c2cc(Br)cc3c2N(C(C)=O)CC3)CC1	1.1	5	8	-6
O=C(CSc1nccn1Cc1ccccc1)Nc1nccs1	1	-20	3	4
CSCCC(NS(=O)(=O)c1cccs1)C(=O)NCc1cccs1 (stereo not drawn)	1	-16	5	0
CCCc1c(C(=O)OCC)[nH]c2c1C(=O)CCC2	1	-14	9	1
CCOC(=O)c1cn(CC(=O)Nc2ccccc2C(=O)OCC)nn1	0.97	8	10	1
CC(=O)OCC(=O)[C@@]1(O)CC[C@H]2[C@@H]3CCC4=CC(=O)C=C[C@]4(C)[C@H]3[C@@H](O)C[C@@]21C	1	-18	6	4
O=C(NCc1cccs1)C1CCCN(S(=O)(=O)c2cccc3cccnc23)C1 (stereo not drawn)	1.1	-6	1	-7
O=C1N(CCCCN2C(=O)C3(OCCO3)c3ccccc32)c2ccccc2C12OCCO2	1	6	1	-1
COc1ccc(N2CCN(C(=O)c3cn(C)c(=O)c4c3c3ccccc3n4C)CC2)cc1	1.1	10	9	0
CS(=O)(=O)NCc1ccc(C(=O)NCc2ccccc2)cc1	1	-6	3	1
COC(=O)CN1CCN(C(=O)c2ccc(F)cc2)c2ccccc2C1	1	5	nt	0
Cn1ccnc1C(O)c1ccco1 (stereo not drawn)	1	-12	5	-4
C/C(O)=C(/N=O)C(=O)Nc1ccccc1	1	-7	5	-1
CCCOc1ccccc1NC(=O)c1c(-c2ccccc2)noc1C	1	7	13	-4
COc1ccccc1NC(=O)CN1CCN(C2c3ccccc3-c3ccccc32)CC1	1	11	8	4
COc1ccc(-c2cc(C(F)F)n3ncc(C(=O)N4CCN(C(=O)c5ccco5)CC4)c3n2)cc1	1.1	3	10	0
Nc1c(C(=O)NCc2ccco2)nnn1-c1ccccc1	1.1	-32	5	4
Cc1nnc(NC(=O)C2CCCO2)s1 (stereo not drawn)	1	-10	10	3
